Screening data (PubChem)
ATXN viability: reduces viability in counter-screen for ATXN expression inhibitors. Potency, µM (series often up to 56.7 µM), hits mostly cytotoxic. AID 651635. S2 cells (HEK-293 line with an ATXN2-luciferase reporter) viability, CellTiter-Fluor protease fluorescence, 24 h. 0.49% of 400,000 active; note: potency is the fitted concentration of half-maximal effect; nearly all actives have a fitted effect of over 40% in size
Nrf2 ARE act: Nrf2 pathway activation; AREc32 ARE-luciferase reporter (MCF7-derived line), luminescence, 24 h; Potency, µM (highest dose often 46.1 µM), for inactives: top-dose activation, most hits filed as activators; 0.31% of 410,000 active; note: potency is the fitted concentration of half-maximal effect; % of control where 0% means no effect; nearly all actives have a fitted effect of over 65% in size
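Reporter line AREc32 (ARE-Fluc), seeded overnight in OPTI-MEM with 5% FBS; compound pin-transferred, 24 hr at 37 deg C, 5% CO2; luminescent read-out.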
pAkt inh: inhibitors of Akt phosphorylation; Neuro2A IGF-stimulated pAkt S473 HTRF, 20 min; stronger effect = lower value; activity change, % for hits at 50 µM; 0.32% of 360,000 active; in the data active = activity change below about -80%; inconclusive = mostly about -51% to -80%; note: % is set by controls: 0 for no effect and ±100 for the full control effect
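Neuro2A cells (4,500/well, DMEM with 0.5% FBS) were treated with compound at a single 50 µM final concentration, stimulated with 6 nM IGF for 20 min at 37 °C, and lysed. Phospho-Akt Ser473 was read by HTRF as 665/615 ratio ×10^4.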
HepG2 tox: kills HepG2 cells in TGF-b inhibitor counter-screen; HepG2 CAGA-GFP viability, ATP luminescence, 18 h; 0.76% of 410,000 active; Potency, µM (titrated, usually from 46.1 µM), inactives show at the top dose activity change, negative = cytotoxicity, most hits filed as cytotoxic; note: potency is the fitted concentration of half-maximal effect; some results filed as inactive show a strong effect at the top dose
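CellTiter-Glo luminescence gave cytotoxicity after 18 hours at 37 degrees C. The cells were HepG2 CAGA-GFP in 1% FBS DMEM, stimulated with 500 pg/mL TGF-beta after compound addition. %Activity was normalised to no-cell wells (complete cell-killing) and DMSO (no toxicity), and curves were fitted and classified.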
A549 viability: kills or reduces viability of A549 cells in Nrf2 counter-screen; Potency, µM (series often up to 46 µM), for the others: at the top dose activity change, negative = cytotoxicity, hits mostly inhibitors; 0.16% of 390,000 active; A549 ARE-Fluc cells, CellTiter-Fluor viability, 18-24 h; note: potency is the fitted concentration of half-maximal effect; % is set by controls: 0 for no effect and ±100 for the full control effect
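A549 ARE_Fluc cells in 5% FBS OPTI-MEM were exposed to compounds in concentration-response for 18-24 h at 37 deg C. Viability was read by CellTiter-Fluor fluorescence (Ex 405/Em 525) after 30 min, before the luciferase read.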
TGFb SMAD3 inh: inhibitors of TGF-b signaling; HepG2 CAGA-GFP TGF-b/SMAD3 reporter, GFP fluorescence, 18 h; TGF-beta stimulated, 500 pg/mL final; Potency, µM (highest dose often 46.1 µM), without a hit: top-dose activity, negative = inhibition, usual class: inhibitors; 1.2% of 410,000 active; note: potency is the fitted concentration of half-maximal effect; % is set by controls: 0 for no effect and ±100 for the full control effect; nearly all actives have a fitted effect of over 65% in size
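TGF-beta reporter screen: HEPG2 CAGA-GFP, 1% FBS, 500 pg/mL TGF-beta final, 18 h; per-cell GFP summed per well; curves fitted and categorized by class.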
Nrf2 inh: Nrf2 pathway inhibition | Potency, µM (titrated, usually from 46 µM), for inactives: at the highest dose activity change, negative = inhibition, most hits filed as inhibitors | 2.1% of 360,000 active | A549 ARE-Fluc reporter, luciferase luminescence, 18-24 h; note: potency is the fitted concentration of half-maximal effect; % is set by controls: 0 for no effect and ±100 for the full control effect; nearly all actives have a fitted effect of over 60% in size
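Reporter: ARE-Fluc in A549. Exposure: 18-24 h, 37 °C, 5% CO2, 5% FBS OPTI-MEM. Readouts: fluorescent cytotoxicity (CellTiter-Fluor), then luminescent Nrf2 signal after BugLite.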
Mm-Cpn inhibitor: blocks the Methanococcus maripaludis chaperonin Mm-Cpn | 0.031% of 330,000 active | AID 504842 | Potency, µM (titrated, usually from 76.9 µM), for inactives: at the top dose activity, negative = inhibition, most hits filed as inhibitors | purified Mm-Cpn ATPase, ADP Transcreener TR-FRET; note: potency is the fitted concentration of half-maximal effect; % is set by controls: 0 for no effect and ±100 for the full control effect; nearly all actives have a fitted effect of over 80% in size
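Eu-cryptate anti-ADP/ADP-d2 competition gives a ratio inversely related to ADP. Enzyme at 25 nM was pre-exposed to compound for 10 min, then given 10 uM ATP for 30 min, 37°C throughout.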
CCT modulator: modulators of cytosolic chaperonin (CCT/TRiC) activity; purified chaperonin ATPase assay, HTRF ADP detection, 30 min; activity change, % (no concentration beside the values), hits read low; 0.3% of 360,000 active; AID 651819; in the data active = activity change below about -30%; note: % is set by controls: 0 for no effect and ±100 for the full control effect
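ATPase activity: ADP formed was measured by HTRF Transcreener (665/615 nm ratio) after 30 min at 37 deg C with 10 uM ATP. Compounds screened at one 76 uM concentration against 40 or 20 nM TRiC in Tris pH 7.4/KCl/MgCl2/DTT buffer.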
The depositor's hits bear a star; i = inactive; ? = inconclusive; · = not tested or not shown; [ ] = dose if it differs, or a comment. Unless noted, calls come from the whole dose curve; as a rule, active = well fitted curve in the direction sought with a large enough effect; inconclusive = small, poorly fitted or top-dose-only effect, or another doubt; inactive = no such curve, though single readings can be large; an effect the other way counts as inactive or inconclusive. Hits appear at their usual frequency; overall some 4.4% were active at least once.

Every second line gives: TGFb SMAD3 inh | ATXN viability | HepG2 tox | Nrf2 inh | A549 viability | Mm-Cpn inhibitor | pAkt inh | CCT modulator | Nrf2 ARE act
- Cc1ccccc1NC(=O)C(=O)NCCCN1CCOCC1
→ 2% | i | -1% | 0% | -1% | 1% | i | -2.2 | -0.5%
- Nc1c(N(Cc2ccco2)C(=O)c2ccccc2F)c(=O)[nH]c(=O)n1Cc1ccccc1
→ -6% | i | 5% | 11% | -3% | -1% | i | 0.0 | 0.1%
- O=C(O)C(O)(c1ccccc1)C(O)c1ccccc1 (stereo not drawn)
→ -1% | ? | 2% | 2% | 1% | · | i | -0.1 | -2.5%
- CCC/C=N/NC(=O)c1cc(Br)ccc1O
→ -1% | i | 0% | 17% | -4% | -1% | i | -1.9 | 5.1%
- O=C1c2ccccc2S(=O)(=O)c2cc(C(=O)N3CCN(c4ccc(Cl)cn4)CC3)ccc21
→ -14% | i | -2% | ? | -4% | · | i | 1.2 | 0.1%
- CCCNC(=O)C[C@@H]1C[C@H]2c3cc(NC(=O)c4ccc5c(c4)OCO5)ccc3O[C@H]2[C@@H](CO)O1
→ 9% | ? | 8% | · | · | · | i | -1.2 | 0.0%
- Cc1cc2ccccc2c(=O)n1CC(=O)NCC(=O)N1CCN(c2ccccc2F)CC1
→ ? | i | 7% | 19% | -1% | 0% | i | 1.6 | -0.5%
- COc1ccccc1NC(=O)C(O)C(O)C(=O)Nc1ccccc1OC (stereo not drawn)
→ -2% | ? | -16% | 9% | 4% | -4% | i | 1.2 | 0.3%
- O=C(CSc1ccc(-c2ccc(F)cc2)nn1)N1CCCCC1
→ -8% | i | -11% | · | 5% | 0% | i | -1.2 | 3.2%
- Cc1cc(NC(=O)Cn2nc(C(F)(F)F)c3c2CCCC3)no1
→ ? | i | 18% | · | -4% | -1% | i | 1.1 | -0.7%
- COc1ccc(C2C=C(c3ccccc3)Nc3nc(NC(=O)/C=C/c4ccc(Cl)cc4)nn32)cc1 (stereo not drawn)
→ 4% | i | -37% | ? | 6% | · | · | · | ?
- CCc1nn2c(NCCOC)cc(C)nc2c1-c1ccc(F)cc1
→ 15% | i | 9% | -7% | -1% | 2% | i | -5.9 | 3.3%
- COc1ccccc1OCCNC(=O)CNC(=O)c1ccc(Cl)c(Cl)c1
→ -21% | i | -28% | -13% | 5% | 1% | i | -0.2 | 0.0%
- S=C(c1ccc(-c2cccc(Cl)c2)o1)N1CCCCC1
→ ? | i | -16% | ? | -4% | -1% | i | 11 | 3.0%
- Cc1cccc(-n2nnc(C(=O)NCc3ccc4c(c3)OCO4)c2N)c1
→ -4% | i | -29% | -26% | -9% | -2% | i | 0.6 | 0.4%
- COc1cccc(CN2CCN(Cc3ccc4cccc(F)c4n3)CC2CCO)c1 (stereo not drawn)
→ -8% | i | -20% | -5% | 1% | 0% | i | 2.3 | -1.0%[9.22 µM]
- O=C(N/N=C/c1ccc(OC(=O)c2ccccc2Cl)cc1)c1ccc(O)cc1
→ -2% | i | 2% | 0% | -2% | 0% | i | -0.4 | 0.7%
- CCC(=O)c1c[nH]c(C(=O)NCc2ccco2)c1
→ 8% | ? | -3% | · | ? | -2% | i | -1.2 | 12%
- Cc1c(C(=O)N2CCCC2)oc2c1-c1[nH]ncc1CC2
→ -14% | i | -10% | 1% | -11% | 1% | i | -2.5 | -0.8%
- O=C(CCCCN1CCCCC1)c1ccccc1
→ 0% | i | -20% | 11% | 2% | · | i | 0.8 | -0.1%
- CCNc1nc(Cl)nc(-c2cn(-c3ccccc3)c3ccccc23)n1
→ 17% | ? | -5% | -7% | 5% | 2% | i | 1.0 | 3.2%
- Cc1ccc(S(=O)(=O)N(C)C)cc1NC(=S)NNC(=O)C(N)=O
→ 0% | i | 3% | 20% | 0% | 1% | i | 1.0 | -0.1%
- CCOc1ncccc1C(=O)NNC(=O)CSc1ccc(Cl)cc1
→ 0% | i | -17% | 1% | 1% | 1% | i | -1.3 | 9.3%
- COc1cc2c(cc1OC)CN(CC(=O)Nc1ccc(F)cc1)CC2
→ -4% | i | -7% | -11% | 7% | -1% | i | -1.2 | -0.6%
- CCn1ccnc1CN1CCc2c([nH]c3ccccc23)C1CC(C)C (stereo not drawn)
→ ? | · | -45% | ? | ? | -1% | i | 0.0 | -0.4%
- CCOc1ccc(S(=O)(=O)N(CC)CC(=O)NCc2cccnc2)cc1C
→ -21% | i | -11% | -7% | -2% | 2% | i | 0.1 | 0.1%
- O=C(NCCc1ccccc1)C1CCN(S(=O)(=O)c2cccnc2)CC1
→ -1% | i | -5% | 13% | -2% | 1% | i | -1.5 | -0.1%
- COCC1CCCN(Cc2cn(-c3ccccc3F)nc2-c2cc(C)sc2C)C1 (stereo not drawn)
→ ? | · | -100% | -29% | -9% | 1% | i | -30 | 12%
- COc1ccccc1C(=O)NC(CCSC)C(=O)NNC(=O)c1ccccc1C (stereo not drawn)
→ 14% | i | -7% | -2% | 10% | -1% | i | -1.8 | -0.4%
- N#Cc1cnc2cc(-c3ccccc3)nn2c1N
→ 28% | i | -1% | 0% | 2% | -18% | i | -0.3 | ?
- CCOC(=O)c1cc(-c2ccc(C#N)cc2)nc2c1c(C)nn2CCC#N
→ -6% | i | 6% | -1% | -5% | -4% | i | -4.0 | -0.5%
- COc1ccc(CCCC(=O)Nc2ccc(F)cc2)cc1
→ -20% | i | -1% | -8% | 16% | 3% | i | -0.2 | 2.5%
- CCOC(=O)c1nc2c(ccc3ccccc32)cc1C
→ -4% | i | -1% | ? | 7% | -1% | i | -1.4 | 2.7%
- CCc1cc2c(=O)n(Cc3ccco3)c(SCC(=O)NC3CCS(=O)(=O)C3)nc2s1 (stereo not drawn)
→ -2% | ? | -4% | -13% | -7% | -4% | i | -1.7 | 0.1%
- Cc1ccc(OCC(=O)Nc2cc(C(=O)O)cc(C(=O)O)c2)cc1C
→ 0% | i | 3% | -9% | 1% | -3% | i | -1.0 | -0.4%
- O=C(Nc1ccc2nc(C3CC3)n(Cc3ccccc3)c(=O)c2c1)C1CC1
→ 10% | i | 7% | ? | -1% | 2% | i | 1.6 | -0.4%
- CCC(=O)N1CCc2cc(S(=O)(=O)NCCC(=O)Nc3ccccc3C)ccc21
→ 11% | i | -21% | -7% | 13% | ? | i | -2.8 | 0.4%
- NC(=O)CNC(=O)c1cccc(Cl)c1
→ 9% | i | -31% | -14% | 0% | -2% | i | -0.2 | -0.1%
- Cc1ccc(CNC(=O)c2ccc(NC(=O)c3nsc4ccccc34)cc2)cc1
→ -9% | · | -50% | · | 0% | · | · | · | 0.6%
- C=C(C)c1cccc(C(C)(C)NC(=O)Nc2ccc(OC)cc2)c1
→ -8% | i | -10% | -6% | 0% | -8% | i | -2.0 | -0.6%
- CC1CCN(CCNC(=S)Nc2ccc(Cl)cc2)CC1
→ -14% | · | -19% | 17% | 2% | 2% | i | -3.2 | 2.4%
- CCC(=O)N1CCCC(C)(C(=O)Nc2ccc3oc(CC)nc3c2)C1 (stereo not drawn)
→ 3% | i | 0% | · | · | · | i | -0.5 | 0.6%
- O=C(Nc1ccccc1C(=O)O)c1cccc(NC(=O)c2ccccc2Br)c1
→ -7% | i | 2% | -9% | 0% | 3% | i | -0.6 | -0.6%
- COCC(=O)NC1CCN(C(=O)NCc2ccccc2)CC1
→ 18% | i | 10% | 5% | 0% | 1% | i | -0.3 | -0.4%
- CSc1ncc(Cl)c(C(=O)Nc2c(C)cccc2C)n1
→ -2% | i | 16% | -13% | -1% | -2% | i | -1.6 | 0.0%
- CCCc1ncc(C(O)c2ccc(OC)cc2)n1C (stereo not drawn)
→ -13% | ? | -4% | 19% | -2% | 1% | i | -4.7 | -0.2%
- O=C(CN1CCCCC1)NNc1nc(-c2ccccc2)c2cc(Cl)ccc2n1
→ 2% | ? | -30% | 2% | -7% | 0% | i | -10 | -0.3%
- CCN(CC)S(=O)(=O)c1ccc(NC(=O)Nc2cccc(C(F)(F)F)c2)cc1
→ ? | ? | 11µM* | 21µM* | ? | 0% | i | -1.1 | 2.4%
- CCN(C(=O)Cn1cnc2sc(C)c(S(=O)(=O)N3CCN(c4ncccn4)CC3)c2c1=O)c1ccccc1F
→ -11% | i | -1% | -17% | 1% | · | · | · | -0.9%
- CC(C)=CC(=O)Nc1nnc(-c2ccccc2C)s1
→ 1% | i | -1% | ? | 0% | 2% | i | -0.6 | 2.5%
- N#Cc1ccc(CSc2nnc(NC(=O)c3ccc4ncsc4c3)s2)cc1
→ 13% | i | -2% | ? | ? | -21% | i | -16 | -0.4%
- Cc1ccc(Cn2cc(CCC(=O)NCC(C)c3ccccc3)c3ccccc32)cc1 (stereo not drawn)
→ ? | · | -15% | 18µM* | ? | · | · | · | 2.2%
- Cc1cccc(NS(=O)(=O)c2cccc(C(=O)N3CCCC3)c2)c1
→ 6% | i | -5% | 4% | 1% | 1% | i | 0.6 | 0.2%
- COc1ccc(CNC(=O)c2cc(-c3cccs3)on2)cc1
→ 0% | i | -12% | -23% | 0% | 2% | i | 0.3 | 4.7%
- O=[N+]([O-])c1ccc(CCNc2cccc3ccccc23)c([N+](=O)[O-])c1
→ ? | ? | -33% | ? | -10% | -1% | i | -3.6 | 22%
- COc1ccccc1NC(=O)Nc1ccc(F)c(F)c1
→ -30% | i | -25% | ? | 10% | 2% | i | 2.2 | ?

Results in A549 viability and Mm-Cpn inhibitor, for three of the compounds above:
SMILES | A549 viability | Mm-Cpn inhibitor
O=C(Nc1ccccc1C(=O)O)c1cccc(NC(=O)c2ccccc2Br)c1 | 0% | 3%
COc1ccc(CNC(=O)c2cc(-c3cccs3)on2)cc1 | 0% | 2%
CCc1cc2c(=O)n(Cc3ccco3)c(SCC(=O)NC3CCS(=O)(=O)C3)nc2s1 (stereo not drawn) | -7% | -4%
